tolC growth inh = growth inhibitors of E. coli BW25113 tolC mutant. OD615. growth inhibition, % at 10 µM (by protocol). 65,000 tested, 2.2% active. AID 573;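 active means growth inhibition at or above a cutoff equal to the mean over every tested compound plus 3 SD, cut at about 60% in these data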;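 further: growth measured after 20 h incubation at 37 °C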
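Test system – E. coli BW25113 ΔtolC::kan, tolC deletion mutant strain · Detection – OD at 615 nm · Buffer or medium – LB with kanamycin 50 µg/mL · Times – 20 h compound exposure of bacteria at 37 °C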
5HT1E ag = agonists of human 5-HT1E serotonin receptor. CHO 5-HT1E Ga15 NFAT-bla reporter, FRET; 0% DMSO wells, 100% control agonist wells. AID 574. activation, % at 6 µM. 65,000 tested, 0.69% active;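 active means activation above a set limit, the screen-wide mean activation plus 3 SD, cut at about 8.5% in these data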;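 further: 100% = positive control agonist at 1 µM giving full maximal response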
SF1 activator = SF-1 (human) activation | Q13285 | CHO-K1 Gal4-SF-1 LBD luciferase reporter; % increase over DMSO SF-1-specific signal | activation, % at 10 µM | 65,000 tested, 1.9% active | AID 522;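 active means activation above the mean activation of all tested compounds plus 3 SD, cut at about 50% in these data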
Target sequence (Q13285 whole entry, looked up, the tested form may be a part): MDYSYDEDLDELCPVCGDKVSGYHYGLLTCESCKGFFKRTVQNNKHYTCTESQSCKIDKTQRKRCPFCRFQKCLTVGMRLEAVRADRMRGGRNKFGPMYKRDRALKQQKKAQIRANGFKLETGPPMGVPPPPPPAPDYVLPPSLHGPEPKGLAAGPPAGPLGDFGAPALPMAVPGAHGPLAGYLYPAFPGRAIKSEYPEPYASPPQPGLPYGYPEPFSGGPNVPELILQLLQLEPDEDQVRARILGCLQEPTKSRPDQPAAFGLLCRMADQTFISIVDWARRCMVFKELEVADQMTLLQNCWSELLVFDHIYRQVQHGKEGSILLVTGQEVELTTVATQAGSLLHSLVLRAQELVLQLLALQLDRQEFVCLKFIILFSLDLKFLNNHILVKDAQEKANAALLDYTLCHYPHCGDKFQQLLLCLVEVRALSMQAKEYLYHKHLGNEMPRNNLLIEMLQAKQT
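Material: CHO-K1 cells with Gal4–hSF-1 LBD chimera plus Gal4-driven luciferase / Input: 4,000 CHO-K1 cells per well / Incubation: compound exposure 20 h at 37 °C / Signal: luminescence read 15 min after SteadyLite luciferase reagent, after room-temperature equilibration / Read-out: percent activation versus DMSO / Benchmarks: DMSO negative control and −SF1 background wells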
5HT1a ag = activates the human 5-HT1a serotonin receptor; activation, % at 10 µM; CHO 5-HT1a Ga15 NFAT-bla reporter, FRET ratio; 0% basal, 100% maximal reference agonist; AID 567; 65,000 tested, 0.56% active;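 active means activation above the screen-wide mean activation plus 3 SD, cut at about 19% in these data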;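 further: 0% = DMSO wells and 100% = 5-CT at EC100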
Target sequence (P08908 whole entry, looked up): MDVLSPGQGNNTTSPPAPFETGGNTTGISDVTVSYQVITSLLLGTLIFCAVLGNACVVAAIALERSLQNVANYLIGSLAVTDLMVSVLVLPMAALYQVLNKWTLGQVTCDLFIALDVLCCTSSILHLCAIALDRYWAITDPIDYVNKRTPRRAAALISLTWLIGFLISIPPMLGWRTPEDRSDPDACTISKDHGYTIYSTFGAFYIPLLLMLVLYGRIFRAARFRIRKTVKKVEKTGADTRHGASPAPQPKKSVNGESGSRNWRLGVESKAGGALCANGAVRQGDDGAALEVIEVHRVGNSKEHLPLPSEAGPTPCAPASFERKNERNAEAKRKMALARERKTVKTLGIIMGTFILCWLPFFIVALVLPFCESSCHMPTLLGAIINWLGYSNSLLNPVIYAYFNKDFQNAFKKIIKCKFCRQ
NADH enzymes = blocks coupling enzymes of NAD/NADH assays; coupled PK/LDH NADH assays, four targets; IC50, µM (series often up to 10 µM), inactives show top-dose inhibition; 65,000 tested, 0.02% active; AID 774;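 active means single-dose screening hits from any of four coupled enzyme assays that gave an IC50 when retested across doses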;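 further: the DPM-DC format reads NADH fluorescence rather than 340 nm absorbance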
5HT1E antag = blocks the human 5-HT1E serotonin receptor; 65,000 tested, 0.99% active; CHO 5-HT1E Ga15 NFAT-bla reporter, FRET, antagonist; AID 571; P28566; inhibition, % at 6 µM;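 active means inhibition above a set limit, the mean inhibition across every tested compound plus 3 SD, cut at about 29% in these data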;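 further: signal is the 460 over 535 nm emission ratio of beta-lactamase substrate; 0% = agonist plus DMSO wells and 100% = wells without agonist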
MMP-13 inhibitor = blocks human MMP13 activity; 65,000 tested, 0.07% active; MMP-13 fTHP FRET cleavage, Mca fluorescence; inhibition, % at 4 µM; P45452;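 active means inhibition above the mean of compound-free control plate wells plus 3 SD, cut at about 14% in these data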;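 further: 0% = DMSO wells and 100% = wells with reference MMP-13 inhibitor after basal subtraction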
5HT1a antag = blocks the human serotonin 5-HT1a receptor; CHO 5-HT1a Ga15 NFAT-bla reporter, antagonist mode; inhibition, % at 10 µM; P08908; 62,000 tested, 0.68% active;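 active means inhibition above the mean of all tested compounds plus 3 SD, cut at about 43% in these data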;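 further: receptor stimulated by 5-CT agonist at 100 nM near EC80; beta-lactamase reporter measured by ratiometric fluorescence of a cleavable substrate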
RORA act = RORA (human) activation; CHO-K1 Gal4-RORA LBD luciferase reporter, luminescence; percent increase over mock-subtracted basal signal; activation, % at 10 µM; 65,000 tested, 1.5% active; AID 560;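 active means activation above the mean of all tested compounds plus 3 SD, cut at about 49% in these data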;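 further: 0% = DMSO-treated RORA cells and 100% = added signal equal to DMSO minus mock-transfected cells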
An asterisk follows results filed as active; . = not tested or not shown; [ ] = another dose, or the depositor's remark. An unsorted share of the library. Share with any hit: about 7.2%.

SMILES	tolC growth inh	5HT1E ag	SF1 activator	5HT1a ag	NADH enzymes	5HT1E antag	MMP-13 inhibitor	5HT1a antag	RORA act
C(=N/n1c2ccccc2c2ccccc21)/c1ccco1	-5	0.6	9	1.1	1%	-4	1	11	-11
Cc1nnc(NC(=O)C2(c3ccccc3)CCOCC2)s1	-5	1.5	-8	0.3	5%	-7	-1	-17	-5
O=C(c1ccco1)n1c(=S)nc2ccccn21	-6	-0.1	32	-2.4	4%	-16	-2	0	77*
O=C(NCCc1ccccc1)C1CC(=O)N(C2CCCCCC2)C1 (centres undefined)	-3	-0.7	3	-4.6	0%	-3	-12	5	-3
CSCC[C@H](NC(=O)OC(C)(C)C)C(=O)N1CCC(C(=O)N[C@@H](C)C(=O)O)CC1	-4	0.1	0	-1.4	5%	7	3	8	14
CC(C)(C)C(=O)Cn1c(=N)n(Cc2ccccc2)c2ccccc21	100*	-0.4	3	-1.8	3%	12	-6	30	-6
O=C1c2ccccc2C(=O)N1c1cccc(-c2nc3ccccc3o2)c1	-11	-1.1	16	-3.1	1%	1	1	14	3
CCOC(=O)Cc1cnc(NC(=O)c2ccccc2)s1	-9	-1.0	30	-1.3	7%	26	4	-1	23
O=C(NCc1ccc2c(c1)OCO2)c1c[nH]c2ccc(S(=O)(=O)N3CCOCC3)cc2c1=O	2	0.0	-8	-1.5	10%	0	2	1	-15
Cc1ccc(N(C(=O)C2CCCC2)C2C=CS(=O)(=O)C2)cc1 (centres undefined)	5	0.4	22	-1.4	1%	0	5	3	-18
CC(C)(C)c1nc(NCC2CCCO2)c2nnn(Cc3ccccc3)c2n1 (centres undefined)	3	0.1	-16	0.7	0%	-11	-11	-10	11
Cc1ccccc1P(=O)(CO)c1ccccc1C	-17	-0.3	12	-1.6	0%	6	3	6	-10
COCCCNC(=O)c1cc(C)nc2ccc(F)cc12	-14	-0.9	0	-1.6	4%	-6	-1	0	5
NCCCCCc1nnc(SCc2cccc(Cl)c2)o1	-9	1.0	-16	-3.6	2%	-9	-1	-7	-15
CCCn1c(SCC(=O)Nc2nccs2)nnc1-c1cccnc1	-2	-1.8	9	0.2	6%	8	-3	-4	2
CC(C)CCNC(=O)NC(=O)CSc1nnc2ccccn12	-7	0.0	6	-4.0	3%	-2	3	-1	-34
CCc1ccc(C2CC(=O)NC(SCC(=O)OC(C)C)=C2C#N)cc1 (centres undefined)	18	-0.3	22	0.4	1%	-4	-2	3	14
CCCCOc1ccc(C(=O)O)cc1	-19	-1.2	-13	-1.3	2%	2	0	4	-14
COc1cccc(-c2nnc(SCc3ccc(C#N)cc3)n2Cc2ccco2)c1	7	0.2	-22	-5.5	9%	2	-10	16	10
CN(C)c1ccc(C(=O)c2ccc(N(C)C)c(N)c2)cc1N	6	-0.6	44	-1.6	3%	1	4	4	29
COc1ccccc1-c1nnc(SCC(=O)N2CC(C)CC(C)C2)o1 (centres undefined)	19	-0.3	-2	-1.2	7%	-15	11	-14	-12
O=c1ccc2c(o1)/C(=C/C=C(Cl)Cl)CCC2	6	0.6	-18	-2.0	6%	-4	-5	1	7
O=C(CCS(=O)(=O)c1ccccc1)Nc1nc2c(s1)COc1ccccc1-2	19	0.5	-16	1.1	7%	-8	-2	16	2
Cc1nc(N2CCN(S(=O)(=O)c3cccc4nonc34)CC2)c2c3c(sc2n1)CCCC3	49	-0.4	-14	-0.4	5%	-3	5	11	0
O=C(O)COc1ccc(-c2nnn(Cc3ccccc3F)n2)cc1	7	0.1	-4	-0.6	3%	-15	1	-10	-20
Cc1cc(=O)n2c3c(sc2n1)C(=O)N(Cc1ccccc1)C3=O	-9	-0.4	9	-1.5	9%	5	-16	-1	26
O=C(NCCCn1ccnc1)c1cc(S(=O)(=O)N2CCOCC2)c(Cl)cc1Cl	-10	-0.9	5	-1.3	4%	-2	5	-9	1
COCc1nc2ccccc2n1CCCOc1ccccc1	25	-0.9	8	0.5	1%	1	1	22	-7
C=C(C)COc1ccc(-c2nc(N)ncc2-c2ccc(OC)cc2)c(O)c1	86*	1.9	11	0.1	2%	20	0	5	24
CCOC(=O)CC1=CC(C)(CC(=O)OCC)C(C#N)(C#N)C(N)=C1C#N (centres undefined)	17	-0.3	-18	-2.2	3%	9	3	8	-21
Cc1cc(C)n(-c2nc(-c3cccc(Cl)c3)cs2)n1	28	0.7	14	1.4	1%	-6	-11	14	2
O=C(OCc1cc2ccccc2[nH]c1=O)c1ccco1	4	0.6	-2	-0.1	3%	0	-6	6	-3
COCCNC(=O)CN(C(=O)CCC(=O)Nc1cc(C)on1)c1cccc(C)c1C	8	0.0	-4	3.2	6%	9	8	-11	-4
Cc1ccc(OCc2ccc(C(=O)Nc3nccs3)o2)cc1	-19	-0.4	28	-1.0	6%	-9	0	-18	21
CCCc1cc(=O)[nH]c(=S)[nH]1	-6	-0.6	-2	-2.6	2%	0	8	.	-5
CCOC(=O)CN1C2=NCCN2c2ccccc21	-18	0.1	-8	-2.5	4%	-2	-2	3	5
COc1ccc(CC(=O)NC(C)c2nnc(SCc3nc4ccccc4c(=O)[nH]3)n2C)cc1 (centres undefined)	-2	-0.1	5	-4.0	2%	7	1	4	0
COc1ccc(OC)c(-c2cc(C(=O)Nc3c(C)nn(Cc4ccccc4Cl)c3C)no2)c1	22	2.1	6	8.3	4%	2	-23	-7	-12
COc1ccc(Cl)cc1S(=O)(=O)n1ccnc1C(C)C	-20	0.3	16	0.6	6%	0	2	0	7
CN(Cc1ccccc1)S(=O)(=O)c1ccc2[nH]cc(C(=O)NCC3CCCO3)c(=O)c2c1 (centres undefined)	10	0.3	7	-1.4	16%	-10	-8	-10	-10

A draw from above in order of heavy-atom count, lowest first:
SMILES	tolC growth inh	5HT1E ag	SF1 activator	5HT1a ag	NADH enzymes	5HT1E antag	MMP-13 inhibitor	5HT1a antag	RORA act
CCOC(=O)CN1C2=NCCN2c2ccccc21	-18	0.1	-8	-2.5	4%	-2	-2	3	5
Cc1cc(C)n(-c2nc(-c3cccc(Cl)c3)cs2)n1	28	0.7	14	1.4	1%	-6	-11	14	2
Cc1cc(=O)n2c3c(sc2n1)C(=O)N(Cc1ccccc1)C3=O	-9	-0.4	9	-1.5	9%	5	-16	-1	26
CN(Cc1ccccc1)S(=O)(=O)c1ccc2[nH]cc(C(=O)NCC3CCCO3)c(=O)c2c1 (centres undefined)	10	0.3	7	-1.4	16%	-10	-8	-10	-10
COc1ccc(OC)c(-c2cc(C(=O)Nc3c(C)nn(Cc4ccccc4Cl)c3C)no2)c1	22	2.1	6	8.3	4%	2	-23	-7	-12

The list goes on.
SMILES	tolC growth inh	5HT1E ag	SF1 activator	5HT1a ag	NADH enzymes	5HT1E antag	MMP-13 inhibitor	5HT1a antag	RORA act
CCCCc1cc(O)c(CCCC)c(O)c1	63*	5.0	35	14	8%	1	-2	4	50*
COc1nc(Nc2cccc(C(F)(F)F)c2)nc(OC)n1	25	-0.6	29	-3.0	2%	2	2	-16	12
c1ccc(CC2CNc3ccccc3CN2)cc1 (centres undefined)	-12	-0.1	-4	-0.9	8%	22	0	-2	0
COc1ccc(C(=O)NCc2cccnc2)cc1S(=O)(=O)N1CCOCC1	-6	-1.5	-15	-0.9	3%	6	-2	9	2
CCN1CCC(C(=O)NC2CCCC2)(N(Cc2cccs2)C(=O)Cn2nnc3ccccc32)CC1	-24	-0.1	4	-2.8	2%	1	0	-9	-19
COc1ccc(-n2c(SCC(=O)N3CCCC3)nc3c([nH]c4ccccc43)c2=O)cc1	-10	0.5	9	1.8	0%	9	2	5	-8
CCOC(=O)N1CCN(C(=O)c2ccc3c(SCC(=O)O)c4c(nc3c2)CCCC4)CC1	-8	0.1	-1	-1.9	1%	8	2	7	-7
O=c1c2[nH]c3ccc(Br)cc3c2ncn1CCCn1ccnc1	-9	0.3	5	-1.4	9%	0	0	7	8
Cc1ccc(SCCC(=O)N(C)C)cc1	-3	0.3	21	-2.6	3%	1	5	-7	28
CCOC(=O)/C(N=O)=C(\O)C1CCN(C(=O)OCC)CC1	-13	0.5	18	-3.0	6%	-2	2	-16	-11
CCOc1ccc(C(=O)N2CCc3cc(OC)c(OC)cc3C2)cc1OCC	-7	-0.3	-4	-2.6	4%	17	2	11	8
O=c1cc(CO)oc(C(Nc2ccccn2)c2ccccc2F)c1O (centres undefined)	-3	1.3	4	-0.2	9%	11	0	0	-1
O=C(O)CCC(=O)c1ccc2c(c1)OCCCO2	-14	-0.3	6	-4.3	8%	-1	1	7	-11
CC1CC(C)CN(CCCn2c(=S)[nH]c3ccccc3c2=O)C1 (centres undefined)	-14	0.0	5	0.1	6%	8	3	0	7
OC1C[N+]2(CCCCC2)C1	-18	0.3	-16	-1.7	2%	1	6	-1	-15
O=C(NC12CC3CC(CC(C3)C1)C2)c1cccnc1	-16	-0.8	-18	-1.4	1%	20	-1	14	-5
CCOc1ccc(C2C(C(=O)c3ccco3)=C(O)C(=O)N2Cc2cccnc2)cc1OC (centres undefined)	-20	0.3	0	-0.9	4%	9	2	4	-1
CN(CCCNC(=O)Cn1cc2c(n1)CCCC2)C1CCCCC1	2	0.3	34	1.6	1%	-4	-1	14	-3
CCOc1nc(-c2ccc(OC)cc2)ccc1-c1noc(-c2cc(OC)c(OC)c(OC)c2)n1	-18	1.0	-8	0.2	4%[fluoresces]	-15	-12	-20	-18
Cc1cc(C)nc(N2CCN(c3nc(C)nc4c3oc3ccccc34)CC2)n1	.	-0.6	4	-0.5	.	-9	3	5	0
CC(=O)Nc1cc2c(=O)n(Cc3ccccc3)c(C)nc2cc1N1CCOCC1	-14	-0.1	11	-2.6	16%	-1	-10	-13	0
O=C1C(Cl)=C(N2CCOCC2)C(=O)N1CCc1ccccc1	16	-0.2	47	1.3	2%	20	0	6	22
N#Cc1nc(COc2ccccc2)oc1N1CCC(Cc2ccccc2)CC1	36	-0.8	2	-3.5	4%	2	-8	49*	6
COCc1cc(C)[nH]c(=O)c1C#N	-6	-0.8	-14	0.1	2%[fluoresces]	5	-69[fluorescence artefact?]	-2	-18
CCCOc1ccc(C(=O)CCN2CCCCC2)cc1	-15	0.0	-26	-1.9	8%	-1	3	21	-21
CCOC(=O)Cn1c(=O)n(CC(=O)OCC)c2ccccc21	-16	-0.4	2	-4.7	9%	-1	-2	12	-8
N#Cc1ccc(COc2ccc(CCO)cc2-n2nc3ccccc3n2)cc1	23	0.3	-5	-0.8	6%	17	-57[fluorescence artefact?]	-1	-17
CCOC(=O)N1CCC(N2C(=O)c3ccccc3C2Nc2ccc(Cl)cn2)CC1 (centres undefined)	9	0.6	-9	-1.2	1%	-5	-3	-72	-15
CS(=O)(=O)N(CC(=O)NC1CC1)c1cccc(F)c1	7	-1.0	7	-0.8	2%	-5	4	10	-18
COC(=O)C(C(=O)OC)=C(/C=C/N(C)C)N(C)C	-12	0.0	-2	1.8	4%	-15	0	2	25
O=S(=O)(c1ccccc1Cl)N1CCC(O)(c2ccc3c(c2)OCO3)CC1	17	-0.3	8	-2.2	2%	7	0	11	-3
Cn1c(Cc2cccs2)nnc1SCc1nc2ccccc2[nH]1	-9	-1.1	14	0.4	1%	8	-2	13	-2
OC1CN=C2Sc3ccccc3N2C1 (centres undefined)	-2	-0.1	7	0.9	2%	-10	-13	.	-11
Cc1nnc(SCC(=O)NCc2cccs2)n1-c1ccccc1	-4	0.4	8	-0.7	2%	-13	3	-3	-12

From PubChem
